Assay outcomes (PubChem BioAssay)
STAT1 act – STAT1 signaling activators, primary screen, cell-based, HTS, luciferase reporter; NIH 3T3 STAT1-luciferase reporter, IFN-gamma, luminescence; 100% = IFN-gamma alone, no compound; activation (% of control), % at 5.5 µM; 2.6% of 200,000 active; AID 932, 2007;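 active = activation above the screen-wide mean activation plus 3 SD, cut at about 130% in these data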;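 also: raw ratio to IFN-gamma control signal so 100% means no change and 0% no light; values of inactives mirror those of a sister screen read the other way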
STAT3 blocker – IL-6 driven STAT3 reporter inhibitors, primary screen, U3A cells, luciferase, luminescence, MLSCN library | inhibition, % at 5.5 µM | 0.89% of 190,000 active | IL-6 STAT3-luciferase reporter; host cell line lacks STAT1;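 active = inhibition above the mean inhibition across all screened compounds plus 3 SD, cut at about 44% in these data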;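 also: 0% = DMSO only wells and 100% = 100 µM nifuroxazide control wells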
STAT1 inh – STAT1 signaling inhibitors, primary screen, cell-based, HTS, luciferase reporter | NIH 3T3 STAT1-luciferase reporter, IFN-gamma, luminescence | inhibition, % at 5.5 µM | 0.35% of 200,000 active | AID 920, 2007;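 active = inhibition above a set limit, the mean inhibition across all tested compounds plus 3 SD, cut at about 34% in these data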;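 also: 0% = IFN-gamma with DMSO and 100% = IFN-gamma with 300 µM nifuroxazide; values of inactives mirror those of a sister screen read the other way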
DTT redox prof – compounds producing H2O2 with reducing agent – biochemical, NIH compound library profiling, artefact control for MLSCN library redox annotation, primary screen; DTT-dependent redox cycling H2O2, phenol red/HRP absorbance; 100% = 100 µM peroxide control, 0% = buffer; activation, % at 10 µM; 0.03% of 200,000 active; AID 878, 2007;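 active = activation of at least 50% relative to the plate's high and low controls in the primary single-dose screen; inactive = activation below 50%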;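 also: compound incubated with DTT at 0.8 mM final as the reducing agent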
Hsp70 act – Hsp70 transcriptional activators, primary screen, cell-based, HeLa, Hsp70 promoter luciferase, luminescence, 10 µM | HeLa Hsp70 promoter luciferase reporter; scaled: vehicle 0, proteasome-inhibitor control 100% | activation, % at 10 µM | 0.04% of 200,000 active | AID 1203, 2008;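 active = activation above the mean across all tested compounds plus 3 SD, cutoff set per campaign, cut at about 5.5% in these data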;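 also: 100% = MG132 at 30 µM as the positive control and 0% = DMSO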
APP 5'UTR act – activators of APP 5'UTR luciferase reporter, primary screen, SH-SY5Y cells; SH-SY5Y APP 5'UTR luciferase reporter, luminescence; zero percent = DMSO vehicle wells; activation, % at 2 µM; 1% of 190,000 active;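 active = activation above a set limit, based on mean plus 3 SD of controls, cut at about 140% in these data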; also: values of inactives mirror those of a sister screen read the other way
NF-kB neuron act – activators of NF-kB expression in neurons, primary screen, cell-based, HTS | human neuronal cells, NF-kB reporter expression; active compounds read high | fold change at 12.5 µM | 1.6% of 190,000 active | AID 1239, 2008; in the data active = fold change above about 3.3
Efa HMGR inh – inhibitors of E. faecalis class II HMGR, primary screen, biochemical, Enterococcus faecalis | HMG-CoA reductase (Enterococcus faecalis, mvaE) | purified E. faecalis HMGR, NADPH absorbance 340 nm kinetic | inhibition, % at 10 µM | 0.41% of 190,000 active;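 active = inhibition above a set limit, the median over all tested compounds plus 3 SD, cut at about 9.5% in these data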;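 also: enzyme runs in reverse so mevalonate oxidation gives rising NADPH absorbance; 0% = complete reaction with DMSO and 100% = background rate lacking mevalonate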
TLR4-MyD88 BLA – inhibitors of TLR4-MyD88 association in cells, primary screen, cell-based, HeLa CL3-4, BLA complementation, FRET ratio. AID 861, 2007. HeLa CL3-4 TLR4/MyD88 BLA complementation. 0.18% of 200,000 active. inhibition, % at 8.4 µM; in the data active = inhibition above about 25%;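 also: 0% = vehicle and 100% = reference inhibitor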
Target sequence (O00206 whole entry, looked up): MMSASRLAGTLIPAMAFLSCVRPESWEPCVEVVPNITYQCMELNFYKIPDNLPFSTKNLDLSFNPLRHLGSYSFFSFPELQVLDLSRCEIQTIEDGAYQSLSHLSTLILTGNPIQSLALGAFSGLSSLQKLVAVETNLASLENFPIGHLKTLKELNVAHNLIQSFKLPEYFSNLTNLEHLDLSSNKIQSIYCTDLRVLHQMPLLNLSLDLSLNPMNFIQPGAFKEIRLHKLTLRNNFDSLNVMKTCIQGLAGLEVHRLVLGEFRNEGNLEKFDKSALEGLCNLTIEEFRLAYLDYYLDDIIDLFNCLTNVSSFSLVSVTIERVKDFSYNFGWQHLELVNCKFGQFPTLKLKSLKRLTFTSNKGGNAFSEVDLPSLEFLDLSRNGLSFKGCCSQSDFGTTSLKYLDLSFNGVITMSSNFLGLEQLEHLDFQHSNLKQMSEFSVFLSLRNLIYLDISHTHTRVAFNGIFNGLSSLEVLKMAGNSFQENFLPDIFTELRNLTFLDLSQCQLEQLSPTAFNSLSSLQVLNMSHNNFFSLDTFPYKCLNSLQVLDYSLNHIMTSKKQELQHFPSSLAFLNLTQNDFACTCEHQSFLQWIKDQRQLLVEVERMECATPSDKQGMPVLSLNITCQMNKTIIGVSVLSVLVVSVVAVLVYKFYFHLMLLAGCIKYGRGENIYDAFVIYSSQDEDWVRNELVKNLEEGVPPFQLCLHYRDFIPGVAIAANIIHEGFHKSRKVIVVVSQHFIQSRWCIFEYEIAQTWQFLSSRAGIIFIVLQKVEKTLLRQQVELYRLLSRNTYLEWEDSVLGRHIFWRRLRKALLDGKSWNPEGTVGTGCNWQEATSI
Target sequence (Q99836 whole entry, looked up): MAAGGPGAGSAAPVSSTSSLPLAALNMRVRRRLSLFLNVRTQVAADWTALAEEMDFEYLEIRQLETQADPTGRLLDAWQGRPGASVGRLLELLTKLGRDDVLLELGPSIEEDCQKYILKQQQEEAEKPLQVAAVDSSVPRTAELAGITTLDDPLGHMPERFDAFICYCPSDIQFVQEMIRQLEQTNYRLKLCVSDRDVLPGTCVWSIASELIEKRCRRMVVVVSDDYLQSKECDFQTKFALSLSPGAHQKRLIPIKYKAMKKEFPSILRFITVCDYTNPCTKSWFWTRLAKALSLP
STAT3 act – IL-6 driven STAT3 reporter potentiators, primary screen, U3A cells, luciferase, luminescence, MLSCN library. activation (% of control), % at 5.6 µM. AID 871, 2007. 0.91% of 190,000 active. IL-6 STAT3-luciferase reporter; 100% = signal with IL-6 EC80 alone;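 active = activation above the screen-wide mean of compound activation plus 3 SD, cut at about 130% in these data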;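 also: 0% = background luminescence of wells with medium and substrate only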
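Material: human STAT1-deficient U3A cells with stable STAT3-luciferase reporter / Probe or stimulus: IL-6 stimulus at 33 ng/mL final / Schedule: 1 h compound pre-exposure, 6 h IL-6 stimulation, 37 °C / Technique: luminescence / Read-out basis: percent of IL-6-only median luminescence / Control set: IL-6-only high control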
* hit, by the source's call; · = not tested or not shown.

SMILES	STAT1 act	STAT3 blocker	STAT1 inh	DTT redox prof	Hsp70 act	APP 5'UTR act	NF-kB neuron act	Efa HMGR inh	TLR4-MyD88 BLA	STAT3 act
CC(OC(=O)c1nn(C)c(=O)c2ccccc12)C(=O)NCc1ccc2c(c1)OCO2 (configuration not stated)	105	7	-5	1.4	0.3	-5	1.1	-7	15	98
Cc1cccc(-c2nnn(C/C(N)=N/O)n2)c1	102	-3	-3	-0.3	-0.3	-3	1.1	2	-5	106
O=C(CP(=O)(c1ccccc1)c1ccccc1)N1CCCCC1	98	2	2	1.0	-0.3	8	1.1	-8	11	101
O=C(CCCN=C1NS(=O)(=O)c2ccccc21)OCC(=O)N1CCc2ccccc21	102	5	-2	2.1	-0.3	2	1	4	-9	98
CSc1nc(C)c2c(n1)N(c1ccc(C(C)C)cc1)CC2	106	12	-7	-3.1	-0.3	-1	1.3	5	13	96
C/C=C(\C)CN1CCN(c2ccc(C)cc2)CC1	99	-1	1	-0.5	-0.2	7	1.5	-3	-14	103
OC(CN1CCCCC1)CN1CCCCC1	93	-2	8	0.8	-0.2	-10	0.81	-10	10	104
CCSc1nc2c(c(=O)[nH]1)C(c1ccncc1)C(C(=O)OC)=C(C)N2 (configuration not stated)	103	-3	-3	1.0	-0.1	-2	1.3	-4	6	104
Cn1c(SCc2ccccn2)nnc1-c1ccccc1	108	3	-11	0.3	0.1	10	1.7	-1	-7	100
COc1cc2cc(CN(C(=O)NC3CCCCC3)C3CCCC3)c(=O)[nH]c2cc1OC	106	-6	-7	1.8	-0.2	4	1.2	3	15	108
COC(=O)[C@@H](NC(=O)Nc1ccccc1F)C(C)C	101	5	-1	2.2	-0.1	-3	1	2	1	99
COc1ccc(/C=N/n2c(C)nnc2C)c(OC)c1	100	10	1	-1.0	-0.3	-3	1.1	-4	-15	96
Cc1cc(/C=C2/NC(=O)NC2=O)c(C)n1-c1ccncc1	112	-6	-14	-1.1	-0.1	9	0.85	-2	-15	107
Cc1nn2c(Nc3ccc(F)cc3)c3c(nc2c1-c1ccccc1)CCC3	101	13	-1	0.8	-0.4	-3	1.2	0	8	90
Cc1ccc(CNC(=O)c2ccc(N3CCCC3=O)cc2)cc1	102	10	-3	1.9	0.1	-2	1.4	-7	14	101
CCn1c(=O)cc(OCC(=O)NC2CCCCC2)c2ccccc21	100	21	0	2.8	-0.1	5	1.3	-8	7	85
O=S(=O)(NC1CCCCC1Nc1ccccc1)c1ccccc1 (configuration not stated)	87	-3	14	0.3	-0.2	6	0.92	-3	7	106
COc1ccnc(Oc2ccccc2)c1C(=O)N/C=N/OCc1ccccc1	97	2	2	-1.1	-0.2	-13	1	0	-10	102
C(=C\c1ccccc1)/C=N/Nc1nc(N2CCCCC2)nc(N2CCCCC2)n1	102	-3	-2	2.3	-0.5	0	1.1	-1	-12	103
Cc1cc(Cl)ccc1C(=O)C1CCCN(C(=O)CCN2CCCO2)C1 (configuration not stated)	98	1	1	0.9	0.5	-7	1.1	1	7	110
Cc1cc(C(=O)Nc2nnc(C3CCCCC3)s2)cs1	105	2	-4	-1.2	0.6	74	1.6	-1	14	102
O=C(CSc1nc2ncc(Br)cc2[nH]1)c1ccc([N+](=O)[O-])cc1	106	-9	-6	0.1	-0.3	0	0.85	-1	4	110
CC(C)=CCN1CCN(Cc2cc(F)ccc2-n2nc(C)cc2C)CC1CCO (configuration not stated)	96	-1	4	0.1	-0.1	-2	1	-2	5	106
COc1ccc(NC(=O)COC(=O)CC2CC3CCC2C3)c([N+](=O)[O-])c1 (configuration not stated)	87	9	15	-0.4	-0.2	-8	1.3	-4	8	94
Cn1cc(-c2nnnn2-c2ccccc2)c(=O)c2ccccc21	97	3	3	-3.1	-0.2	-3	1.1	-2	8	103
O=c1c2c3c(sc2nc2n1CCCCC2)CCCCC3	123	-12	-26	-0.6	-0.3	30	2.8	-2	4	115
CC/C(=N\NC(=O)c1ccc(Br)cc1)c1ccccc1	108	3	-10	-0.1	-0.3	-8	1.3	1	7	104
CCOC(=O)c1[nH]c(C)c(/C(O)=C2\C(=O)C(=O)N(CCN(C)C)C2c2ccncc2)c1C (configuration not stated)	106	-3	-6	3.0	-0.7	3	0.95	1	-4	105
CC(C)(C)NC(=O)NC(=O)COC(=O)C1(C)CC1(Cl)Cl (configuration not stated)	104	0	-5	-0.4	-0.4	-13	1.4	0	-8	105
C/C=C(\C)C(=O)NCCN1C2=NC[C@H](C)N2C[C@@H]1Cc1ccc(OC)cc1	99	·	3	0.3	-0.3	-17	1.1	-2	1	·

Quoted at random: 3 records from the list.
SMILES	STAT1 act	STAT3 blocker	STAT1 inh	DTT redox prof	Hsp70 act	APP 5'UTR act	NF-kB neuron act	Efa HMGR inh	TLR4-MyD88 BLA	STAT3 act
COc1ccc(NC(=O)COC(=O)CC2CC3CCC2C3)c([N+](=O)[O-])c1 (configuration not stated)	87	9	15	-0.4	-0.2	-8	1.3	-4	8	94
CC(C)(C)NC(=O)NC(=O)COC(=O)C1(C)CC1(Cl)Cl (configuration not stated)	104	0	-5	-0.4	-0.4	-13	1.4	0	-8	105
Cc1cc(/C=C2/NC(=O)NC2=O)c(C)n1-c1ccncc1	112	-6	-14	-1.1	-0.1	9	0.85	-2	-15	107

3 entries from above, sorted by the number in DTT redox prof, high to low:
canonical_smiles | STAT1 act | STAT1 inh | DTT redox prof | Hsp70 act | APP 5'UTR act | NF-kB neuron act | Efa HMGR inh | TLR4-MyD88 BLA | STAT3 act
CC(C)=CCN1CCN(Cc2cc(F)ccc2-n2nc(C)cc2C)CC1CCO (configuration not stated) | 96 | 4 | 0.1 | -0.1 | -2 | 1 | -2 | 5 | 106
COc1ccc(NC(=O)COC(=O)CC2CC3CCC2C3)c([N+](=O)[O-])c1 (configuration not stated) | 87 | 15 | -0.4 | -0.2 | -8 | 1.3 | -4 | 8 | 94
CSc1nc(C)c2c(n1)N(c1ccc(C(C)C)cc1)CC2 | 106 | -7 | -3.1 | -0.3 | -1 | 1.3 | 5 | 13 | 96

The results go on.
SMILES	STAT1 act	STAT3 blocker	STAT1 inh	DTT redox prof	Hsp70 act	APP 5'UTR act	NF-kB neuron act	Efa HMGR inh	TLR4-MyD88 BLA	STAT3 act
Cc1c(C(=O)OC2CCCC2C)[nH]c2c1C(=O)CCC2 (configuration not stated)	110	16	-10	0.0	-0.2	25	2	-5	-5	87
CCn1c(C(C)NC(=O)c2ccc(C)cc2)n[nH]c1=S (configuration not stated)	103	2	-1	-0.6	-0.1	9	1	0	-6	97
C/C(CC(=O)NC(C)(C)C)=N\NC(=O)COc1ccc(C)cc1Br	104	12	-7	-1.0	-0.6	13	1.3	-4	-18	99
CCn1c(=O)cc(OCC(=O)NCCc2ccc(OC)c(OC)c2)c2ccccc21	95	22	5	-0.4	-0.1	10	1.3	-5	-4	90
Fc1ccccc1CNc1cc(Cl)cc(Cl)c1	106	10	-6	-3.5	-0.1	-6	1.2	4	1	96
O=C1CN(C(=O)COC(=O)CCC(=O)c2ccc3c(c2)OCCO3)c2ccccc2N1	96	7	5	0.6	0.6	-4	1.4	-2	0	98
O=C(Nc1ncc(Cc2ccccc2)s1)C1CCCO1 (configuration not stated)	123	31	-26	-0.5	0.0	121	4.1*	1	-4	78
C=CCOc1c(Br)cc(/C=N/NC(=O)Cc2ccc(C(F)(F)F)cc2[N+](=O)[O-])cc1OC	100	-10	0	0.3	-0.1	-22	1.2	-3	8	108
Cc1cccc(C(=O)N2CCC(=O)N(C(COCc3ccc(Cl)cc3)Cc3ccccc3)CC2)c1 (configuration not stated)	98	-9	3	0.4	-0.1	22	0.91	1	-1	105
Cc1cccc(NC(=S)N=Nc2c(O)n(CN3CCOCC3)c3ccccc23)c1C	102	-18	-2	0.3	-0.2	-22	1.1	0	-8	117
Cc1cc2cc(CNC(=O)NC3CCCCC3)ccc2[nH]1	110	1	-14	-0.7	-0.3	2	1	-6	-1	102
CN(CCNS(=O)(=O)c1ccc2c(c1)oc(=O)n2C)Cc1ccccc1	96	4	5	-0.4	-0.3	7	0.88	-2	-8	97
O=C(NNc1nc2c(F)cc(F)cc2s1)c1ccccc1	104	31	-4	-0.6	-0.2	8	1.7	-4	-19	79
Cc1ccc(NC(=O)C(=S)NCc2ccco2)cc1	114	13	-15	-3.7	0.1	11	2.4	0	1	98
CCCCC(=O)NC(NC(=O)CCCC)c1ccc(OCC(C)C)c(OC)c1	96	5	4	0.2	-0.2	-13	0.93	2	-16	99
C=CCn1c(SCC(=O)Nc2ccc(C)cc2C)nnc1-c1cccnc1	93	1	4	0.0	-0.3	-11	1.2	0	0	99
Cc1nc(CNS(=O)(=O)c2ccc3c(c2)CCCC3)cs1	96	9	5	0.1	0.0	10	0.84	-7	3	93
